OPRM1-OPRD1 ag – OPRM1-OPRD1 heterodimerization agonism; P35372+P41143; cells, luminescence; activation, % at 9.3 µM; 0.3% of 340,000 active; in the data active means activation above about 18%;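 further: 0% = vehicle-treated cells and 100% = reference agonist; values of inactives mirror those of a sister screen read the other way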
Target sequence (P35372 whole entry, looked up): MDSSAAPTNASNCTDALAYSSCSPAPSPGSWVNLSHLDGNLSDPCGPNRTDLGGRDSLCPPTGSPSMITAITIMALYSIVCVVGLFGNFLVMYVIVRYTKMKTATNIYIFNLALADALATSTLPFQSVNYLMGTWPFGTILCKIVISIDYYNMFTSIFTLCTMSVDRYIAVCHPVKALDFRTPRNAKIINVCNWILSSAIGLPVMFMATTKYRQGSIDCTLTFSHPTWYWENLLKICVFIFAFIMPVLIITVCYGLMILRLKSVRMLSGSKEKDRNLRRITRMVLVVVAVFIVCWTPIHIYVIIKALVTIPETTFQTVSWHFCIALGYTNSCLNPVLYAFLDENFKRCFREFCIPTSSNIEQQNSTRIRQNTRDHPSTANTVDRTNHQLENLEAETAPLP
Target sequence (P41143 whole entry, looked up): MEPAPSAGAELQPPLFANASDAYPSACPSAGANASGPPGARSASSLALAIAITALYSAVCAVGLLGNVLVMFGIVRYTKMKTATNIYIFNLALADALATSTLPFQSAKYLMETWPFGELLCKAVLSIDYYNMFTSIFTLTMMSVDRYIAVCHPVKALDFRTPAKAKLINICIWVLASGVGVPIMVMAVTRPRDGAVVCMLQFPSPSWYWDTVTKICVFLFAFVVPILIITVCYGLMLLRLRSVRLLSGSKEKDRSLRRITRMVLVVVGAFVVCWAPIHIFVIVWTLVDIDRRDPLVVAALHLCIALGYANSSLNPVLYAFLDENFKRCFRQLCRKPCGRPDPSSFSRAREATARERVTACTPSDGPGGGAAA
DSG3 Ab inh – inhibitors of pemphigus antibody binding to human desmoglein-3 | AID 588358 | binding (percent of control), % at 10 µM | 0.48% of 310,000 active | P32926 | DSG3-coupled beads, scFv-anti-DSG3-GFP binding, flow cytometry; active compounds read low;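 active means binding more than 3 SD below its plate's average and above zero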;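 further: hits lower antibody fragment binding to DSG3; some compounds called inactive have numbers as strong as hits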
V-ATPase pH – alters yeast V-ATPase proton transport; S. cerevisiae, pHLuorin cytosolic pH fluorescence; response, % at 10 µM; 0.37% of 350,000 active; AID 504577; in the data active means response mostly above about 7.3%, no sharp cut-off; inactive means mostly below about 5.4%; further: actives read high; inactives centre near 0; some compounds called inactive have numbers as strong as hits; reference of the scale not given here
HTR5A inv ctr – HTR5A inverse agonism, opioid heterodimer counter-screen | 0.083% of 340,000 active | P47898 | HTR5A cell line, luminescence | inhibition, % at 9.3 µM; in the data active means inhibition mostly above about 23%, no sharp cut-off; inactive means mostly below about 18%;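 further: 0% = cells with DMSO and 100% = no-cell wells with DMSO; some compounds called inactive have numbers as strong as hits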
DAGLB inhibitor – blocks human DAGLB lipase activity; Q8NCG7; HEK293T DAGLB membrane lysate, EnzChek fluorogenic substrate; inhibition, % at 5.17 µM; 0.059% of 340,000 active; AID 504411; in the data active means inhibition above about 34%;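 further: 0% = enzyme with vehicle and 100% = wells lacking enzyme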
Arrestin-AP2 inh – inhibitors of human beta-arrestin and AP2 interaction | FITC-arrestin peptide / GST-AP2 beads, flow cytometry; AP2 beta2 appendage carries R879A mutation | inhibition, % at 10 µM | 0.31% of 340,000 active | AID 504490;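 active means inhibition above a set limit, near 3 SD of compounds lacking own fluorescence, cut at about 54% in these data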;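 further: plate controls were DMSO wells for no effect and 5 µM unlabelled arrestin peptide for full effect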
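Assay system: GST-AP2 R879A bound to glutathione beads, E. coli-expressed; Medium: PBS with 0.05% Tween 20 and 0.1% BSA; Also added: fluorescein-tagged arrestin peptide at 50 nM final; Timing: 12 min plus 1 h, RT; Measured by: flow cytometry, FL1 (488/535 nm); Evaluation: percent drop in bead-associated FITC signal.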
OPRM1-OPRD1 inv – inverse agonists of human mu-delta opioid receptor heterodimerization. P35372+P41143. cell-based MOR-DOR heterodimer luminescence, inverse agonism. inhibition, % at 9.3 µM. 0.21% of 340,000 active; in the data active means inhibition above about 22%, passing the limit was not always enough;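 further: 0% = cells with DMSO and 100% = wells without cells with DMSO; values of inactives mirror those of a sister screen read the other way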
PKA-R1A activ – PKA-R1A complex activation. P00514+P68181. PKA-R1A dissociation, Cy5-IP20 fluorescence polarization; scaled: DMSO 0%, 113 µM cGMP 100%. activation, % at 11.4 µM. 0.083% of 340,000 active. AID 504707;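 active means percent activation above the mean of all tested compounds plus 3 SD, cut at about 19% in these data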;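 further: higher means more PKAc released from R1A so a rise in polarization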
HTR5A ag – HTR5A agonism, opioid heterodimer counter-screen. HTR5A agonist assay, luminescence, cell-based. activation, % at 9.3 µM. 0.61% of 340,000 active. AID 504692; in the data active means activation mostly above about 9.5%, no sharp cut-off; inactive means mostly below about 7.6%;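 further: 0% = cells with vehicle only and 100% = reference agonist; strong numbers were not always called active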
PKA-R2B activ – activators of human PKA-R2B complex; P22694+P31323; PKA-R2B holoenzyme dissociation, Cy5-IP20 fluorescence polarization; R2B truncated from residue 108, S112A mutant; 0% DMSO only, 100% 113 µM cGMP; activation, % at 11.4 µM; 0.079% of 340,000 active;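 active means activation above a cutoff set at the mean over all compounds plus 3 SD, cut at about 18% in these data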;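 further: higher means more holoenzyme dissociation and a rise in polarization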
Numbers without * were called inactive; / = not tested or not shown.

SMILES | OPRM1-OPRD1 ag | DSG3 Ab inh | V-ATPase pH | HTR5A inv ctr | DAGLB inhibitor | Arrestin-AP2 inh | OPRM1-OPRD1 inv | PKA-R1A activ | HTR5A ag | PKA-R2B activ
Cc1ccc(S(=O)(=O)Nc2ccc(-c3cn4ccc(C)cc4n3)cc2)cc1 | 6.2 | 101 | 2 | -13 | 1 | 2 | -45 | -6 | 5 | -1
C[C@@H]1[C@H]2[C@@H]3CC[C@@H](C3)[C@H]2CN[C@H]1c1cn(Cc2ccccc2)c2ccccc12 | 3.6 | 120 | 3 | -2 | 3 | 5 | -18 | -7 | 0 | -1
C=CCn1c(NCc2ccco2)nc2ccccc21 | -1.9 | 98 | 1 | -19 | 0 | 12 | 9 | 4 | 0 | -3
CC12CCC(=O)N1C(C(=O)O)Cc1c2[nH]c2ccccc12 (configuration not stated) | -1.8 | 83 | -2 | -19 | 2 | 6 | 11 | -5 | -4 | -5
O=[N+]([O-])c1ccc2c([N+](=O)[O-])ccc3c2c1CC3 | / | 93 | -1 | / | 12 | / | / | 8 | / | 0
CC(=O)Oc1ccc(-c2cccc(C(=O)Oc3ccccc3)c2)cc1 | -0.8 | / | -1 | -33 | -12 | 2 | 3 | 7 | 6 | 1
N/C(=N\OC(=O)c1ccc(=O)n(Cc2ccc(Cl)cc2)c1)c1ccccn1 | 8.9 | 85 | -2 | -4 | 0 | -6 | -56 | -4 | 6 | -10
Nc1nnc(SCC(=O)N2CCN(c3ccccc3)CC2)s1 | -2.9 | 98 | -2 | -3 | 2 | -10 | 18 | 1 | 4 | -6
COc1ccc(C(=O)c2c(C(F)(F)F)oc3c2C(=O)c2ccccc2C3=O)cc1 | 9.7 | 97 | 1 | -9 | 0 | -7 | -44 | 1 | 2 | -5
O=C(CCN1C(=O)C2CC=C(Cl)CC2C1=O)N1CCCCC1 (configuration not stated) | -1.2 | 101 | -4 | -18 | -1 | 24 | 7 | 0 | -1 | 10
CCOC(CNC(=O)c1ccc(CNC(=O)c2ccc(OC)c(OC)c2)cc1)OCC | -0.5 | 116 | 1 | -2 | 2 | -4 | 3 | -8 | -3 | -4
CCc1cc(=O)oc2cc(OCC(=O)NC3CC(C)(C)NC(C)(C)C3)ccc12 | -2.4 | 100 | 2 | 5 | -1 | -14 | 12 | 3 | -3 | 5
COC(=O)CN(C#N)c1nc(OC)nc(N(C)C)n1 | -1.7 | 95 | -2 | -16 | -4 | 8 | 8 | 6 | 0 | 3
Cn1nc(C(C)(C)C)cc1C(=O)NCc1ccc2c(c1)OCO2 | -0.8 | 104 | 4 | -28 | -3 | 28 | 4 | 3 | 9 | -3
COc1cccc(C2=NOC(C(=O)N3CCc4ccccc4C3)C2)c1 (configuration not stated) | -3.6 | 108 | 0 | 0 | -4 | 0 | 19 | -4 | 0 | 1
CCN(CC)CC(O)Cn1c(-c2cccc(Cl)c2)nc2cc(C)c(C)cc21 (configuration not stated) | -2.1 | / | 0 | -1 | -1 | -10 | 10 | -3 | 2 | 6
Cc1ccc(N)c([N+](=O)[O-])c1 | -1.5 | 103 | -1 | -10 | 3 | 13 | 8 | 1 | 2 | 0
O=C(Nc1cc(S(=O)(=O)N2CCCCCC2)ccc1OCC(F)(F)F)c1cnccn1 | 3.9 | 85 | 6 | -17 | -8 | -1 | -16 | 0 | 7 | 6
O=C(/C=C/c1ccccc1)NC(=S)Nc1ccccc1 | 5.8 | 99 | 3 | -3 | -10 | 6 | -28 | -3 | 1 | -4
COc1cccc(NC(=O)CN2CCCCCC2)c1 | -0.7 | 105 | -1 | -2 | -3 | 21 | 4 | -2 | 1 | 1
CCC(CO)NC1=C([N+](=O)[O-])C(=O)CC(C)(C)C1 (configuration not stated) | -1.0 | 96 | 3 | 7 | 0 | 6 | 5 | -4 | 2 | -8
Cc1ccc(CSCC(=O)N2CCCC2)cc1 | -3.8 | 107 | -1 | -13 | 2 | 8 | 17 | -16 | -3 | 9
O=C(NC(=S)NC1CCSC1=O)c1cccc([N+](=O)[O-])c1 (configuration not stated) | -3.1 | / | 7 | 0 | 0 | 0 | 16 | -9 | 0 | -2
Nc1ccc(-n2nncc2-c2ccc(Cl)cc2)cc1 | -1.7 | 98 | -2 | 6 | -4 | -5 | 9 | 8 | -2 | 10
O=C(NCCCN1CCOCC1)c1ccc2c(c1)N(Cc1ccccc1F)C(=O)c1ccccc1S2=O (configuration not stated) | -2.4 | / | 1 | -29 | 4 | 1 | 13 | -6 | 2 | 5

Following part:
SMILES | OPRM1-OPRD1 ag | DSG3 Ab inh | V-ATPase pH | HTR5A inv ctr | DAGLB inhibitor | Arrestin-AP2 inh | OPRM1-OPRD1 inv | PKA-R1A activ | HTR5A ag | PKA-R2B activ
COc1ccc(OC)c(C(C(=O)NC2CCCCC2)N(Cc2ccco2)C(=O)c2ccccn2)c1 (configuration not stated) | -4.2 | 96 | -1 | 0 | 1 | -6 | 22 | -10 | 0 | -3
CCn1cc(C(=O)O)c(=O)c2cc(F)c(N3CCN(C(=S)NC(=O)c4ccccc4Cl)CC3)cc21 | -3.2 | 85 | -3 | -6 | 3 | -4 | 17 | -2 | 4 | 4
Cc1nn2c(-c3ccc(Cl)cc3)ccnc2c1-c1ccccc1 | -1.7 | 99 | -2 | 14 | -2 | 2 | 9 | -5 | -1 | 4
CCOC(=O)C1(C(C)(C)CC)CC(CSc2nc3ccccc3[nH]2)OC1=O (configuration not stated) | 5.5 | 102 | -2 | -1 | -4 | -2 | -28 | 3 | 7 | 1
O=C(CC1NC2CCCCC2NC1=O)Nc1ccc2c(c1)OCO2 (configuration not stated) | -0.9 | / | 1 | 3 | -2 | 10 | 5 | -1 | 1 | -3
CCOc1ccccc1-n1c(=S)sc2c(=O)n(-c3ccc(C)cc3)c(=S)[nH]c21 | 0.9 | 92 | 3 | -2 | -1 | 6 | -4 | -3 | 1 | 4
CCNc1ncnc2[nH]ncc12 | -1.9 | 93 | -4 | 7 | 0 | -3 | 10 | 8 | -2 | 2
Cc1ccc(S(=O)(=O)N2CCC(C(=O)NCC3CCCO3)CC2)cc1 (configuration not stated) | -0.9 | 94 | 1 | -6 | 0 | 28 | 5 | 0 | -6 | 1
O=[N+]([O-])c1cccc(-c2ccc(/C=N/NC(=S)NCc3ccco3)o2)c1 | 7.9 | 102 | 1 | -21 | -3 | 33 | -39 | 6 | 5 | -3
CC1(C)CC(=O)c2cnc(N3CCc4ccccc4C3)nc2C1 | -0.1 | 97 | 0 | 5 | 0 | -2 | 0 | 5 | 6 | -4
COc1cc(NC(=O)c2ccc(N3CCCC3=O)cc2)cc(OC)c1 | -2.4 | 128 | -1 | -2 | -1 | 5 | 12 | -12 | 0 | -12
CC(=O)N1CCc2cc(S(=O)(=O)CCC(=O)NCc3ccc(C)o3)ccc21 | -1.5 | 102 | 2 | 13 | -1 | 2 | 8 | 8 | -3 | -1
CN(c1ccccc1)c1nc2ccsc2c(=O)s1 | 1.4 | 119 | 3 | 2 | -6 | 3 | -7 | -3 | -1 | -4
CCOC(=O)NC1C=CS(=O)(=O)C1 (configuration not stated) | -1.3 | 111 | 1 | -6 | -5 | -1 | 6 | -7 | 2 | 4
Cc1ccc(C(=O)Nc2ccc3c(c2)OCCO3)cc1 | -1.2 | 108 | -3 | 13 | -1 | 40 | 6 | -19 | -3 | -3
Nc1cc([N+](=O)[O-])ccc1O | -0.3 | 113 | -1 | 12 | 4 | -3 | 2 | 4 | -3 | -18
CCNc1nc(=S)nc(NC(C)C)[nH]1 | -1.7 | / | 2 | -4 | 0 | -1 | 9 | -7 | 2 | -1
CCOC(=O)N1CCC(c2cc(=O)n3[nH]ccc3n2)CC1 | -3.0 | 96 | 1 | -20 | 2 | -2 | 16 | -3 | 7 | -9
Cc1ccc(CN2C3CCCC2CC(NC(=O)c2ccc(F)cc2)C3)cc1 (configuration not stated) | 0.4 | 92 | 3 | -5 | -2 | -14 | -2 | -8 | 1 | 4
CCOc1ccc(N(CC(=O)Nc2ccccc2C)S(=O)(=O)c2c(C)noc2C)cc1 | 1.1 | 105 | -4 | -7 | -4 | -2 | -5 | -5 | 2 | -6
COc1cc(CCC(=O)OCC(=O)Nc2ccc(C)cc2Cl)cc(OC)c1OC | -0.4 | / | 1 | 3 | -3 | -25 | 3 | -7 | -1 | -3
COc1ccc2c(c1)C1=NN(/C(C)=C/C(C)=O)C(c3ccc(F)cc3)C1CC2 (configuration not stated) | 5.5 | 151 | 1 | 1 | -11 | 6 | -30 | 1 | 0 | -7
CC(=O)Nc1ccc(S(=O)(=O)NC(CC(=O)NCCCN2CCOCC2)C(C)C)cc1 (configuration not stated) | -3.5 | / | -1 | -3 | -2 | -3 | 15 | -11 | 1 | -9
COc1ccc(-c2nnc(SCC(=O)N3CCC(Cc4ccccc4)CC3)o2)cc1OC | -2.8 | 102 | 1 | 3 | -2 | 0 | 14 | 3 | -1 | 5
CC(C)C(=O)Nc1ccc(C(=O)NNC(=O)CCc2ccccc2)cc1 | -1.8 | 116 | 2 | -2 | -1 | 30 | 9 | 0 | 4 | 2

Additional results.
SMILES | OPRM1-OPRD1 ag | DSG3 Ab inh | V-ATPase pH | HTR5A inv ctr | DAGLB inhibitor | Arrestin-AP2 inh | OPRM1-OPRD1 inv | PKA-R1A activ | HTR5A ag | PKA-R2B activ
CCOC(=O)C1(C)NC(c2ccco2)C2C(=O)N(CC)C(=O)C21 (configuration not stated) | -1.4 | 99 | 1 | -6 | 0 | -8 | 8 | 10 | 2 | 17
O=C(COC(=O)C1(c2ccc(F)cc2)CCCC1)Nc1ncc(C(F)(F)F)cc1Cl | 2.8 | 95 | -2 | 11 | -6 | / | -17 | 4 | -4 | -8
Cc1nnc(SC(C)C(=O)NC2CCCCC2)s1 (configuration not stated) | 0.3 | 113 | -1 | 13 | 1 | 8 | -2 | -7 | -10 | -6
Cc1cc(C(=O)COC(=O)c2n[nH]c3ccccc23)c(C)n1C | -0.8 | / | -2 | 9 | -2 | 7 | 4 | 0 | -3 | 3
CCC/C(=N\NC(=O)CNC(=O)c1ccc(Cl)cc1)c1ccccc1 | 0.7 | 92 | 1 | -16 | -2 | 9 | -4 | 4 | 9 | 8
COc1ccc(S(=O)(=O)NCCOc2ccccc2)cc1F | -3.6 | 107 | 0 | 1 | -2 | 25 | 19 | -11 | -1 | -2
Cc1cccc(NC(=O)CCCSc2nc3ccccc3[nH]2)c1 | 1.1 | 75 | -2 | -5 | -4 | 0 | -7 | 6 | 2 | 3
O=C1c2ccccc2C(=O)N1c1n[nH]c(CCc2ccccc2)n1 | 0.4 | 86 | 7 | 8 | 3 | 6 | -2 | 10 | -3 | -2
O=C(NNC(=S)NC(=O)c1cn(-c2ccccc2)nc1-c1ccccc1)c1ccncc1 | -3.8 | 101 | -3 | 15 | 5 | 33 | 18 | 0 | -6 | -12

Bioassay records deposited in PubChem BioAssay by several laboratories.
